Screens deposited in PubChem BioAssay by several laboratories.
DTT redox prof = compounds producing H2O2 with reducing agent – biochemical, NIH compound library profiling, artefact control for MLSCN library redox annotation, primary screen; DTT-dependent redox cycling H2O2, phenol red/HRP absorbance; 100% = 100 µM peroxide control, 0% = buffer; activation, % at 10 µM; 200,000 compounds, 0.03% hits;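 active = activation of at least 50% relative to the plate's high and low controls in the primary single-dose screen; inactive = activation below 50%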;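 also: compound incubated with DTT at 0.8 mM final as the reducing agent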
NF-kB expr up = activators of NF-kB expression in neurons, primary screen, cell-based, HTS; AID 1239, 2008; 190,000 compounds, 1.6% hits; fold change at 12.5 µM; human neuronal cells, NF-kB reporter expression; stronger effect = higher value; in the data active = fold change above about 3.3
Hsp70 act = Hsp70 transcriptional activators, primary screen, cell-based, HeLa, Hsp70 promoter luciferase, luminescence, 10 µM; activation, % at 10 µM; 200,000 compounds, 0.04% hits; HeLa Hsp70 promoter luciferase reporter; scaled: vehicle 0, proteasome-inhibitor control 100%;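 active = activation above the mean across all tested compounds plus 3 SD, cutoff set per campaign, cut at about 5.5% in these data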;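 also: 100% = MG132 at 30 µM as the positive control and 0% = DMSO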
TLR4 MyD88 comp = inhibitors of TLR4-MyD88 association in cells, primary screen, cell-based, HeLa CL3-4, BLA complementation, FRET ratio. inhibition, % at 8.4 µM. Toll-like receptor 4 (Homo sapiens) + Myeloid differentiation primary response protein …. 200,000 compounds, 0.18% hits. HeLa CL3-4 TLR4/MyD88 BLA complementation; in the data active = inhibition above about 25%;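 also: 0% = vehicle and 100% = reference inhibitor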
STAT3 inh = IL-6 driven STAT3 reporter inhibitors, primary screen, U3A cells, luciferase, luminescence, MLSCN library. IL-6 STAT3-luciferase reporter; host cell line lacks STAT1. inhibition, % at 5.5 µM. 190,000 compounds, 0.89% hits. AID 862, 2007;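 active = inhibition above the mean inhibition across all screened compounds plus 3 SD, cut at about 44% in these data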;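 also: 0% = DMSO only wells and 100% = 100 µM nifuroxazide control wells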
HMGR II inh = inhibitors of E. faecalis class II HMGR, primary screen, biochemical, Enterococcus faecalis. HMG-CoA reductase (Enterococcus faecalis, mvaE). purified E. faecalis HMGR, NADPH absorbance 340 nm kinetic. inhibition, % at 10 µM. 190,000 compounds, 0.41% hits;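 active = inhibition above a set limit, the median over all tested compounds plus 3 SD, cut at about 9.5% in these data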;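 also: enzyme runs in reverse so mevalonate oxidation gives rising NADPH absorbance; 0% = complete reaction with DMSO and 100% = background rate lacking mevalonate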
APP 5'UTR act = activators of APP 5'UTR luciferase reporter, primary screen, SH-SY5Y cells. activation, % at 2 µM. SH-SY5Y APP 5'UTR luciferase reporter, luminescence; zero percent = DMSO vehicle wells. 190,000 compounds, 1% hits. AID 1276, 2008;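 active = activation above a set limit, based on mean plus 3 SD of controls, cut at about 140% in these data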; also: values of inactives mirror those of a sister screen read the other way
STAT1 activator = STAT1 signaling activators, primary screen, cell-based, HTS, luciferase reporter; activation (% of control), % at 5.5 µM; 200,000 compounds, 2.6% hits; AID 932, 2007; NIH 3T3 STAT1-luciferase reporter, IFN-gamma, luminescence; 100% = IFN-gamma alone, no compound;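 active = activation above the screen-wide mean activation plus 3 SD, cut at about 130% in these data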;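 also: raw ratio to IFN-gamma control signal so 100% means no change and 0% no light; values of inactives mirror those of a sister screen read the other way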
STAT3 act = IL-6 driven STAT3 reporter potentiators, primary screen, U3A cells, luciferase, luminescence, MLSCN library | IL-6 STAT3-luciferase reporter; 100% = signal with IL-6 EC80 alone | activation (% of control), % at 5.6 µM | 190,000 compounds, 0.91% hits | AID 871, 2007;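 active = activation above the screen-wide mean of compound activation plus 3 SD, cut at about 130% in these data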;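 also: 0% = background luminescence of wells with medium and substrate only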
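Test system: Human STAT1-deficient U3A cells with stable STAT3-luciferase reporter | Also added: Interleukin-6, 33 ng/mL | Timing: Compound pre-incubation 1 h before IL-6, then 6 h stimulation at 37 °C | Technique: Luciferase reporter luminescence | Read-out: Percent of IL-6-only median luminescence | Benchmarks: IL-6-only wells as 100% reference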
STAT1 inh = STAT1 signaling inhibitors, primary screen, cell-based, HTS, luciferase reporter; NIH 3T3 STAT1-luciferase reporter, IFN-gamma, luminescence; inhibition, % at 5.5 µM; 200,000 compounds, 0.35% hits; AID 920, 2007;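 active = inhibition above a set limit, the mean inhibition across all tested compounds plus 3 SD, cut at about 34% in these data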;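 also: 0% = IFN-gamma with DMSO and 100% = IFN-gamma with 300 µM nifuroxazide; values of inactives mirror those of a sister screen read the other way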
The depositor's hits bear a star.

Screening O=C(C1=C[C@@H](C2CCCCC2)C[C@@H](OCc2ccc(CO)cc2)O1)N1CCOCC1 returned DTT redox prof 0.6, NF-kB expr up 0.85, Hsp70 act 0.3, TLR4 MyD88 comp -6, HMGR II inh -2, APP 5'UTR act -8, STAT1 activator 100 and STAT1 inh 2.
For O=C(Nc1ccc2ccccc2c1)c1cn(-c2ccccc2)nc1-c1cccs1 the results were DTT redox prof 4.2, NF-kB expr up 1.4, Hsp70 act 0.1, TLR4 MyD88 comp 11, STAT3 inh 6, HMGR II inh 5, APP 5'UTR act 10, STAT1 activator 110, STAT3 act 98 and STAT1 inh -10.
COc1ccc(S(=O)(=O)N2CCN(c3nc4ccccc4nc3-n3nc(C)cc3C)CC2)cc1 was read as DTT redox prof 1.9, NF-kB expr up 1.6, Hsp70 act -0.5, TLR4 MyD88 comp -5, STAT3 inh 1, HMGR II inh 0, APP 5'UTR act -2, STAT1 activator 105, STAT3 act 98 and STAT1 inh -5.
For CSc1nc(C2CC2)cc(-c2cccs2)c1C#N the results were DTT redox prof -0.1, NF-kB expr up 1.5, Hsp70 act -0.2, TLR4 MyD88 comp -15, STAT3 inh -12, HMGR II inh 2, APP 5'UTR act 9, STAT1 activator 111, STAT3 act 112 and STAT1 inh -12.
O=C(CCN1C(=O)c2ccccc2C1=O)Nc1ccc(S(=O)(=O)N2CCOCC2)cc1 was read as DTT redox prof -0.5, NF-kB expr up 1.1, Hsp70 act -0.3, TLR4 MyD88 comp -75, STAT3 inh -2, HMGR II inh -3, APP 5'UTR act 12, STAT1 activator 96, STAT3 act 104 and STAT1 inh 1.
CCCCCC(=O)Nc1nc(C)c(-c2csc(Nc3ccccc3OC)n2)s1 was read as DTT redox prof -3.8, NF-kB expr up 1.1, Hsp70 act -0.1, TLR4 MyD88 comp -6, STAT3 inh 0, HMGR II inh 2, APP 5'UTR act 0, STAT1 activator 112, STAT3 act 104 and STAT1 inh -13.
CC(C)(C)c1ccc(/C=C2\Oc3cc(OC(=O)N4CCOCC4)ccc3C2=O)cc1 was read as DTT redox prof -0.3, NF-kB expr up 1.2, Hsp70 act -0.4, TLR4 MyD88 comp -6, STAT3 inh 7, HMGR II inh -1, APP 5'UTR act 19, STAT1 activator 88, STAT3 act 93 and STAT1 inh 14.
For COC(=O)c1ccc(Oc2c(C)oc3cc(OCc4cnn(-c5ccccc5)c4)ccc3c2=O)cc1 the results were DTT redox prof -0.8, NF-kB expr up 1, Hsp70 act -0.1, TLR4 MyD88 comp 6, STAT3 inh 15, HMGR II inh 2, APP 5'UTR act 5, STAT1 activator 94, STAT3 act 94 and STAT1 inh 7.
CCN(CC)CCNC(=O)c1cn(CC)c2ccc(S(=O)(=O)N(C)C)cc2c1=O was read as DTT redox prof -0.5, NF-kB expr up 0.85, Hsp70 act 0.6, TLR4 MyD88 comp -1, STAT3 inh 6, HMGR II inh -4, APP 5'UTR act 4, STAT1 activator 95, STAT3 act 103 and STAT1 inh 6.
`COc1ccc(S(=O)(=O)N(CC(=O)NCc2cccnc2)Cc2ccccc2)cc1` gave DTT redox prof -0.4, NF-kB expr up 0.96, Hsp70 act -0.1, TLR4 MyD88 comp -3, STAT3 inh 9, HMGR II inh -3, APP 5'UTR act 17, STAT1 activator 107, STAT3 act 98 and STAT1 inh -9.
Screening S=C(Nc1cccc(Cl)c1Cl)N1CCC2(CC1)OCCO2 returned DTT redox prof -1.7, NF-kB expr up 1.3, Hsp70 act -0.5, TLR4 MyD88 comp -3, STAT3 inh 12, HMGR II inh 3, APP 5'UTR act 10, STAT1 activator 102, STAT3 act 98 and STAT1 inh -4.
`O=C(COC(=O)/C=C/c1ccc(S(=O)(=O)N2CCOCC2)cc1)NCc1ccc(Cl)cc1` gave DTT redox prof -0.5, NF-kB expr up 0.94, Hsp70 act 0.0, TLR4 MyD88 comp -5, STAT3 inh 28, HMGR II inh -5, APP 5'UTR act 31, STAT1 activator 101, STAT3 act 83 and STAT1 inh -3.
`CCOC(=O)c1ccc(Oc2nc(NC)nc(SC)n2)cc1` gave DTT redox prof 2.6, NF-kB expr up 1.1, Hsp70 act 0.2, TLR4 MyD88 comp 4, STAT3 inh 12, HMGR II inh 0, APP 5'UTR act -6, STAT1 activator 98, STAT3 act 93 and STAT1 inh 2.
`CC(Sc1nnc(Cc2ccc([N+](=O)[O-])cc2)o1)C(N)=O` (configuration not stated) gave DTT redox prof 2.3, NF-kB expr up 1, Hsp70 act -0.3, TLR4 MyD88 comp 9, STAT3 inh 5, HMGR II inh -2, APP 5'UTR act 15, STAT1 activator 91, STAT3 act 105 and STAT1 inh 10.
O=C1c2ccccc2C(=O)C12OC(c1ccccc1)C1(C(=O)c3ccccc3C1=O)C2c1cccc([N+](=O)[O-])c1 (configuration not stated) was read as DTT redox prof 0.6, NF-kB expr up 1, Hsp70 act -0.1, TLR4 MyD88 comp 1, STAT3 inh 2, HMGR II inh 3, APP 5'UTR act -14, STAT1 activator 102, STAT3 act 101 and STAT1 inh 0.
`Cc1ccc(S(=O)(=O)N(C)C)cc1NC(=O)c1ccc(OC(F)(F)F)cc1` gave DTT redox prof 0.4, NF-kB expr up 0.93, Hsp70 act -0.4, TLR4 MyD88 comp -7, STAT3 inh 7, HMGR II inh 0, APP 5'UTR act 12, STAT1 activator 94, STAT3 act 99 and STAT1 inh 7.
`COc1cccc(=O)c2c(C)n(-c3cc(C)cc(C)c3)c(C)c12` gave DTT redox prof 2.4, NF-kB expr up 1.1, Hsp70 act 0.0, TLR4 MyD88 comp 9, STAT3 inh 11, HMGR II inh -2, APP 5'UTR act 12, STAT1 activator 91, STAT3 act 101 and STAT1 inh 10.
For O=C(COc1ccc(F)c(Cl)c1)c1ccc[nH]1 the results were DTT redox prof 0.2, NF-kB expr up 2, Hsp70 act 0.2, TLR4 MyD88 comp 4, STAT3 inh 18, HMGR II inh 0, APP 5'UTR act 31, STAT1 activator 102, STAT3 act 87 and STAT1 inh -3.
`COc1ccc(CCNc2nc(-c3sc(N)nc3C)cs2)cc1OC` gave DTT redox prof 0.1, NF-kB expr up 0.68, Hsp70 act 0.5, TLR4 MyD88 comp -1, STAT3 inh 1, HMGR II inh -3, APP 5'UTR act 3, STAT1 activator 95, STAT3 act 100 and STAT1 inh 6.
Screening COc1ccc(C2NC(c3ccc(OC)cc3OC)C(C)C(=O)C2C)c(OC)c1 (configuration not stated) returned DTT redox prof -2.5, NF-kB expr up 0.84, Hsp70 act -0.2, TLR4 MyD88 comp -2, STAT3 inh 0, HMGR II inh 5, APP 5'UTR act -8, STAT1 activator 103, STAT3 act 102 and STAT1 inh -6.
C=C(C)COc1ccc(-c2[nH]ncc2Oc2ccccc2OCC)c(O)c1 was read as DTT redox prof 0.2, NF-kB expr up 1.3, Hsp70 act -0.6, TLR4 MyD88 comp -4, STAT3 inh 4, HMGR II inh 1, APP 5'UTR act 1, STAT1 activator 98, STAT3 act 103 and STAT1 inh 3.
CC1CCc2cc(F)ccc2N1C(=O)c1cc2nc(-c3ccco3)cc(C(F)(F)F)n2n1 (configuration not stated) was read as DTT redox prof -0.8, NF-kB expr up 0.48, Hsp70 act -0.4, TLR4 MyD88 comp 10, STAT3 inh 27, HMGR II inh 4, APP 5'UTR act -4, STAT1 activator 96, STAT3 act 82 and STAT1 inh 4.
Screening COc1ccc(-c2cc(C(=O)O)c3sc(N4CCCCC4)nc3n2)cc1OC returned DTT redox prof -0.1, NF-kB expr up 0.98, Hsp70 act 0.0, TLR4 MyD88 comp -9, STAT3 inh 1, HMGR II inh -8, APP 5'UTR act 2, STAT1 activator 95, STAT3 act 97 and STAT1 inh 5.
`CCOC(=O)c1c(C)n(C)c2ccc(OC)c(NC(=O)CN3CCC4(CC3)OCCO4)c12` gave DTT redox prof -1.3, NF-kB expr up 0.71, Hsp70 act -0.2, TLR4 MyD88 comp -2, STAT3 inh 0, HMGR II inh 1, APP 5'UTR act -10, STAT1 activator 101, STAT3 act 105 and STAT1 inh -1.
Screening Cc1cc(C)n2ncc(C(=O)Nc3cccc(O)c3)c2n1 returned DTT redox prof 1.6, NF-kB expr up 1.2, Hsp70 act -0.2, TLR4 MyD88 comp 17, STAT3 inh 14, HMGR II inh 1, APP 5'UTR act 8, STAT1 activator 112, STAT3 act 92 and STAT1 inh -13.
For O=C(Nc1ccc(-n2nncc2-c2ccco2)cc1)c1ccc(F)cc1 the results were DTT redox prof 0.5, NF-kB expr up 0.77, Hsp70 act -0.3, TLR4 MyD88 comp 3, STAT3 inh 31, HMGR II inh -9, APP 5'UTR act -6, STAT1 activator 101, STAT3 act 77 and STAT1 inh -1.
For CCn1cc(CNC(=O)c2cc(-c3ccccc3OC)nc3ccccc23)c(C)n1 the results were DTT redox prof -4.4, NF-kB expr up 0.62, Hsp70 act -0.3, TLR4 MyD88 comp -9, STAT3 inh -27, HMGR II inh -5, APP 5'UTR act -6, STAT1 activator 93, STAT3 act 132 and STAT1 inh 8.
COC(=O)c1ccccc1NC(=O)c1noc2c1CC(C(C)(C)C)CC2 (configuration not stated) was read as DTT redox prof -1.0, NF-kB expr up 1.1, Hsp70 act -0.2, TLR4 MyD88 comp -5, STAT3 inh 2, HMGR II inh 2, APP 5'UTR act -4, STAT1 activator 104, STAT3 act 102 and STAT1 inh -4.
Screening COc1cc(S(=O)(=O)N2CCCCC2)ccc1NC(=O)c1ccccc1Cl returned DTT redox prof 1.3, NF-kB expr up 0.99, Hsp70 act -0.4, TLR4 MyD88 comp -2, STAT3 inh 0, HMGR II inh -4, APP 5'UTR act 5, STAT1 activator 101, STAT3 act 101 and STAT1 inh -1.
For CCOC(=O)N1CCN(Cc2ccccn2)CC1 the results were DTT redox prof 0.0, NF-kB expr up 1.2, Hsp70 act -0.4, TLR4 MyD88 comp 0, STAT3 inh -1, HMGR II inh -12, APP 5'UTR act -2, STAT1 activator 94, STAT3 act 101 and STAT1 inh 3.
For COc1ccc(C(=O)N2CCN(S(=O)(=O)c3ccccc3)CC2)c(OC)c1 the results were DTT redox prof 0.8, NF-kB expr up 1.2, Hsp70 act 0.3, TLR4 MyD88 comp -8, STAT3 inh -8, HMGR II inh -4, APP 5'UTR act -10, STAT1 activator 110, STAT3 act 109 and STAT1 inh -9.
